D2 ag: HTS Assay for Allosteric Agonists of the Human D2 Dopamine Receptor: Primary Screen for Agonists. D(2) dopamine receptor (Homo sapiens), P14416. HEK293 T-REx D2 cells, calcium flux agonist mode. activation, % at 2 µM. actives 0.53% (n = 340,000);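 active = activation over 3 SD above normal in the single-dose calcium agonist read, cut at about 30% in these data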; note: 0% is about no effect
Target sequence (P14416 whole entry, looked up): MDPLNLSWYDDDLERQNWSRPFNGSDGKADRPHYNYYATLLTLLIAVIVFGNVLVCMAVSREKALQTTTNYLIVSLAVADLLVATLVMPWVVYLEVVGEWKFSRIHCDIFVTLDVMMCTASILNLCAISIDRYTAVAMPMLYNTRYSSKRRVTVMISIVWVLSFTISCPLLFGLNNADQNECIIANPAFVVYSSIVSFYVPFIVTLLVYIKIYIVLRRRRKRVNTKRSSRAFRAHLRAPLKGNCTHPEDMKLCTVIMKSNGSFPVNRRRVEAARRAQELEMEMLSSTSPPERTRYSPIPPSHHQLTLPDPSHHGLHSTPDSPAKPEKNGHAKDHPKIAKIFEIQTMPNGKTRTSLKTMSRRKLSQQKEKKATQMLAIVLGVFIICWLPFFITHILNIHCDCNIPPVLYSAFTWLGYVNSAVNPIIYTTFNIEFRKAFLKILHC
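Calcium-flux readout, 1 cycle/sec over 180 s following compound pin transfer, in inducible HEK293 Trex D2 cells (force-coupled); dopamine controls included. Positive calcium responses during this window marked compounds as potential agonists.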
RXFP1 antag: qHTS Assay for Antagonists of the Relaxin Receptor RXFP1; HEK293-RXFP1, relaxin-stimulated cAMP HTRF, 30 min; hits give low values; activity change, negative = inhibition, % at 57.5 µM; actives 0.59% (n = 350,000);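 active = activity change of -60% or lower, but not beyond a set lower limit; inconclusive = change between -60% and -40%, or beyond the set limit; inactive = change above -40%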; note: % is set by controls: 0 for no effect and ±100 for the full control effect
D2 antagonist: HTS Assay for Allosteric Antagonists of the Human D2 Dopamine Receptor: Primary Screen for Antagonists; D(2) dopamine receptor (Homo sapiens), P14416; HEK293 TREx D2 cells, calcium flux, dopamine EC80; inhibition, % at 10 µM; actives 2% (n = 340,000); in the data active = inhibition above about 30%; note: 0% is about no effect
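Tetracycline-induced HEK293 TREx cells expressing D2 receptor forced-coupled to calcium signalling, loaded with no-wash calcium dye. Compounds added and calcium flux read 180 s, then dopamine added at EC80 and read a further 180 s.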
D1 antagonist: Antagonist of Human D 1 Dopamine Receptor: qHTS; HEK293 TREx D1 cells, calcium flux, dopamine EC80; hits give low values; activity change, negative = inhibition, % at 10 µM; actives 3.2% (n = 360,000); AID 504652, 2011; in the data active = activity change below about -30%; note: % is set by controls: 0 for no effect and ±100 for the full control effect
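HEK293 T-REx cells expressing inducible, force-coupled D1 receptor; no-wash Ca dye, 30–90 min RT. Cmpd → 180 s read at 1 Hz → EC80 DA → 180 s read.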
D2 PAM: HTS Assay for Positive Allosteric Modulators of the Human D2 Dopamine Receptor: Primary Screen for Potentiators; potentiation, % at 10 µM; D(2) dopamine receptor (Homo sapiens), P14416; HEK293 T-REx D2, calcium flux, EC20 dopamine potentiation; actives 0.34% (n = 340,000); AID 485347, 2010;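 active = potentiation over 3 SD above the plate norm, cut at about 30% in these data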; note: 0% is about no effect
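Primary screen. Calcium kinetics in induced HEK293 T-REx D2 cells: compound pre-addition 180 s, EC20 dopamine, 180 s more.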
TRHR PAM: qHTS for Small Molecule Agonists and Allosteric Enhancers of Human TRH Receptor: Primary Screen for Enhancers. Thyrotropin-releasing hormone receptor (Homo sapiens), P34981. TRHR cells, fluo-8 calcium fluorescence, EC20 TRH enhancement. enhancement, % at 2 µM. actives 0.66% (n = 360,000). AID 493056, 2011; in the data active = enhancement above about 30%; note: 0% is about no effect
Target sequence (P34981 whole entry, looked up): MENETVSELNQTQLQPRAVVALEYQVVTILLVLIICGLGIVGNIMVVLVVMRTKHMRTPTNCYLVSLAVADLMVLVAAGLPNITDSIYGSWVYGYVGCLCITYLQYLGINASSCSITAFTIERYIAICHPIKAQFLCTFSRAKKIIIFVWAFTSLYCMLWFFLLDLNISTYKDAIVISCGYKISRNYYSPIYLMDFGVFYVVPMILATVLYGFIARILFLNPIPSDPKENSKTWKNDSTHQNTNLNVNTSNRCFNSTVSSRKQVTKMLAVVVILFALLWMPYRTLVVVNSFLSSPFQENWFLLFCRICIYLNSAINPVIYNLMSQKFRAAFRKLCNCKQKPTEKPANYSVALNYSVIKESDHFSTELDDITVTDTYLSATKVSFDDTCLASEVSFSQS
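Enhancer read-out: after compound pinning and an initial kinetic agonist-mode read, an EC20 of TRH (10 nM final) was injected and fluo-8 calcium signal (Ex 480/Em 530) followed at 1 s/cycle for 100 cycles in TRHR-expressing cells.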
D1 agonist: Allosteric Agonists of the Human D1 Dopamine Receptor: qHTS; activation, % at 2 µM; HEK293 T-REx D1 cells, calcium flux, agonist mode; AID 504660, 2011; D(1A) dopamine receptor (Homo sapiens), P21728; actives 1% (n = 360,000); note: 0% is about no effect
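Inducible HEK293 T-REx D1 cells, force-coupled to calcium signalling, were plated at 4000 cells/well with tetracycline and held overnight at 30 C. After no-wash calcium dye loading, compound-evoked calcium rise over 180 s flagged agonists.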
D1 potentiator: Potentiators of Human D1 Dopamine Receptor: qHTS; D(1A) dopamine receptor (Homo sapiens), P21728; HEK293 TREx D1 cells, calcium flux, dopamine EC20 potentiation; potentiation, % at 10 µM; actives 0.036% (n = 360,000); in the data active = potentiation above about 30%; note: 0% is about no effect
TRHR agonist: qHTS for Small Molecule Agonists and Allosteric Enhancers of Human TRH Receptor: Primary Screen for Agonists; Thyrotropin-releasing hormone receptor (Homo sapiens), P34981; TRHR cells, calcium flux fluo-8, FDSS agonist mode; activation, % at 2 µM; actives 0.18% (n = 360,000); note: 0% is about no effect
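In this calcium-flux screen, cells bearing human TRHR are dye-loaded with fluo-8, baselined for 10 cycles, then exposed to library compounds; positive kinetic calcium responses during the agonist phase mark hits, with TRH as control.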
An asterisk follows results filed as active; u = inconclusive; x = no result given; & = joins results of further samples. Cut-off read from the data, not from the text of the source, unless noted: active = activation above about 30%; inactive = the rest.

No.	Structure	RXFP1 antag	D2 ag	D1 potentiator	D2 PAM	TRHR PAM	D2 antagonist	D1 agonist	TRHR agonist	D1 antagonist
1	O=C(NN1C(=O)c2ccccc2NC1c1ccco1)c1ccccc1 (centres undefined)	-4	1.0	-2	x	2	-4	1	-0.2	1
2	O=C(NNC1=C(C(=O)C(F)(F)F)CCC1)c1cccc(O)c1	1	-1.1	-2	-10	-10	-2	2	-0.2	-5
3	O=C(COCc1cc(-c2ccc3c(c2)OCO3)on1)N1CCN(c2cccc(C(F)(F)F)c2)CC1	0&-22	1.1&-0.4	-1&-1	-7&0	6&8	25	4&4	2.2&1.0	-29&-2
4	Cc1nn(C)c(C)c1CNC(=O)Nc1cccc(Cl)c1	9	0.5	-8	-3	5	11	3	3.9	-3
5	CC(C)(C)OC(=O)NCCc1nnc(SCC(=O)Nc2ccc(Br)cc2)o1	-9	0.7	2	4	-6	9	7	0.8	-8
6	O=C(NCc1ccccn1)c1cccc(NS(=O)(=O)c2ccccc2F)c1	10	-2.2	-9	-6	-1	-17	3	-1.0	5
7	O=C(Nc1ccc(F)cc1F)N1CCCCC1c1cccnc1 (centres undefined)	-3	-1.6	6	-1	-1	-12	1	1.3	4
8	Cc1nc2c(-c3ccc(F)cc3)c(C)nn2c(N2CCOCC2)c1C	-14	0.3	-7	6	18	4	0	-1.3	13
9	COc1ccc(CCNC(=O)c2c(C)oc3ncn(CC(C)C)c(=O)c23)c(OC)c1	x	0.2	-4	0	6	x	0	-0.7	-30*
10	CC(NS(=O)(=O)c1ccc2c(c1)C(=O)c1cc(S(=O)(=O)NC(C)C(=O)O)ccc1-2)C(=O)O (centres undefined)	12	0.2	-2	7	3	18	3	1.2	7
11	N#Cc1ccc(-c2c(-c3ccccc3)ncc3cc(F)ccc23)cc1	x	x	-7	0	2	x	-1	-0.7	x
12	COc1ccc(S(=O)(=O)N2CCC(C(=O)Nc3ccccc3)CC2)cc1OC	-9	-0.1	2	-6	0	x	-2	-0.7	-4
13	CC1CN(S(=O)(=O)c2ccc(CN3C(=O)c4cccnc4C3=O)cc2)c2ccccc2O1 (centres undefined)	-20	-0.6	1	6	-2	-1	4	0.2	14
14	Cc1nc(-c2ccccc2)sc1C1(C)CC(c2c(Cl)cccc2Cl)=NO1 (centres undefined)	x	0.2	-5	10	0	-2	7	0.8	-4
15	Cc1ccc(CNC(=O)Cn2c(=O)n(-c3ccc(C)c(F)c3)c(=O)c3sc4ccccc4c32)cc1	x	1.0	-3	1	-2	x	2	1.9	-9
16	CSc1ccc(/C=C/C(=O)c2ccc(NC(=O)C(C)C)cc2)cc1	5	-0.2	-3	-8	-3	5	7	1.5	-20
17	O=C1OCC2=C1C(c1cccc(Cl)c1)CC(=O)N2c1ccc(C(F)(F)F)cc1 (centres undefined)	x	0.2	-5	20	1	x	-1	0.7	1
18	CCn1c(SCC(=O)OC(C)C)nnc1-c1cccc(Cl)c1	-1	0.6	-5	11	-1	4	1	-1.9	-9
19	O=C(OC1CCOC1=O)c1cc(-c2ccccc2)nc2ccccc12 (centres undefined)	12	0.7	-1	3	2	-3	1	0.6	-5
20	CN(C)CCOc1cccc(Cl)c1	0	14	-3	-16	-2	-18	4	0.1	-13

Shown with two lines to a compound: entries from further up.
Under each structure – RXFP1 antag, D2 ag, D1 potentiator, D2 PAM, TRHR PAM, D2 antagonist, D1 agonist, TRHR agonist, D1 antagonist
7) O=C(Nc1ccc(F)cc1F)N1CCCCC1c1cccnc1 (centres undefined)
 : -3, -1.6, 6, -1, -1, -12, 1, 1.3, 4
11) N#Cc1ccc(-c2c(-c3ccccc3)ncc3cc(F)ccc23)cc1
 : x, x, -7, 0, 2, x, -1, -0.7, x

Among those listed so far, these contain an aryl thioether with sulfur outside any ring:
No.	Structure	RXFP1 antag	D2 ag	D1 potentiator	D2 PAM	TRHR PAM	D2 antagonist	D1 agonist	TRHR agonist	D1 antagonist
5	CC(C)(C)OC(=O)NCCc1nnc(SCC(=O)Nc2ccc(Br)cc2)o1	-9	0.7	2	4	-6	9	7	0.8	-8
16	CSc1ccc(/C=C/C(=O)c2ccc(NC(=O)C(C)C)cc2)cc1	5	-0.2	-3	-8	-3	5	7	1.5	-20
18	CCn1c(SCC(=O)OC(C)C)nnc1-c1cccc(Cl)c1	-1	0.6	-5	11	-1	4	1	-1.9	-9

Further entries follow.
No.	Structure	RXFP1 antag	D2 ag	D1 potentiator	D2 PAM	TRHR PAM	D2 antagonist	D1 agonist	TRHR agonist	D1 antagonist
21	Cc1ccccc1Nc1nc(N)nc(CN2CCN(C(=O)c3ccccc3)CC2)n1	-1	2.2	-3	1	1	1	3	0.5	1
22	Cc1nn(CCC(=O)Nc2ccccc2Br)c(=O)c2nn(-c3ccccc3)c(C)c12	0	0.0	-5	5	2	x	0	-0.6	-6
23	COc1ccccc1N1C(=O)N(C(C)=O)C2C1Nc1ccccc1N2C (centres undefined)	6	-0.4	-4	9	7	-5	11	-0.8	10
24	O=C(NCc1ccccc1Cl)C1CCCN1C(=O)NC1CCCCC1 (centres undefined)	-5	0.3	-2	-5	-10	-12	4	-0.1	-19
25	CC(C)(Oc1ccc(Br)cc1)C(=O)N1CCc2ccccc21	5	-0.9	-1	-15	-2	27	4	-0.5	4
26	N#Cc1c(SCC(=O)O)nc(N2CCCCC2)c2c1CCCC2	7	-2.7	-1	4	3	-2	3	0.1	2
27	COc1ccc(-n2nc3cc(C)c(NC(=O)c4ccc(-c5ccc(Br)cc5)o4)cc3n2)cc1	x	-1.0	0	2	11	x	-1	-0.2	9
28	COc1ccccc1-n1c(=O)n(C)c2c(C(N)=O)nc(-c3cc(OC)c(OC)c(OC)c3)nc21	x	-0.2	-2	4	-2	x	2	-0.3	6
29	COc1ccc(NC(=O)CSc2nc(-c3ccco3)cc(C(F)(F)F)n2)cc1OC	-8	x	-2	8	-3	x	12	-0.5	-30*
30	Cc1ccc2nc3c(cc(C#N)c(=O)n3-c3nnc(SCc4ccc(F)cc4)s3)c(=O)n2c1	-14	0.2	-2	2	-4	x	5	3.8	1
31	CCOC(=O)C1CCCN(C(=O)c2cn(C)c3ccc(S(=O)(=O)N(C)C)cc3c2=O)C1 (centres undefined)	x	2.1	-1	6	3	0	3	-0.7	20
32	CC(C(=O)Nc1ccc2c(c1)OCO2)N1CCC(N2CCCCC2)CC1 (centres undefined)	-2	-0.3	-1	-11	-1	-20	2	-0.1	4
33	Cc1cc(S(=O)(=O)C(CNC(=O)COc2ccc(Cl)cc2)c2cccs2)ccc1F (centres undefined)	7	1.1	1	-4	8	x	17	-1.0	-2
34	CC(C)CCNS(=O)(=O)c1ccc(-c2ccc(S(=O)(=O)NCCC(C)C)cc2)cc1	-1	-0.3	-5	9	-1	-8	3	0.8	-17
35	CC(=O)NC(=C(Cl)Cl)S(=O)(=O)c1ccccc1	1	0.8	-2	-4	-5	3	2	-0.2	1
36	COc1cc(N/C(N)=N/c2nc(C)cc(C)n2)cc(OC)c1	x	1.1	5	17	-1	13	13	4.3	13
37	CCn1nnnc1SCC(=O)NCc1ccc2c(c1)OCO2	-9	0.5	-3	-6	-4	21	1	0.3	-18
38	COc1cccc(NC(=O)c2sc(-n3nc(C)c(Cc4ccccc4Cl)c3C)nc2C)c1	-9	x	0	-36	-5	x	2	0.9	-9
39	COc1cc(-c2[nH]ncc2CN2CCN(Cc3cccs3)CC2)cc(OC)c1OC	-15	0.8	-4	-11	6	-2	0	-0.2	-8
40	COCCCN(CC(=O)O)S(=O)(=O)c1ccccc1	7	3.9	-3	-11	14	-2	1	0.2	-11

Given field by field: entries from further up
36) COc1cc(N/C(N)=N/c2nc(C)cc(C)n2)cc(OC)c1
- RXFP1 antag: x
- D2 ag: 1.1
- D1 potentiator: 5
- D2 PAM: 17
- TRHR PAM: -1
- D2 antagonist: 13
- D1 agonist: 13
- TRHR agonist: 4.3
- D1 antagonist: 13

37) CCn1nnnc1SCC(=O)NCc1ccc2c(c1)OCO2
- RXFP1 antag: -9
- D2 ag: 0.5
- D1 potentiator: -3
- D2 PAM: -6
- TRHR PAM: -4
- D2 antagonist: 21
- D1 agonist: 1
- TRHR agonist: 0.3
- D1 antagonist: -18

Copied from the list.
Under TRHR PAM, COc1cc(N/C(N)=N/c2nc(C)cc(C)n2)cc(OC)c1 is listed with -1
Under D1 agonist, Cc1nn(CCC(=O)Nc2ccccc2Br)c(=O)c2nn(-c3ccccc3)c(C)c12 is listed with 0

(continued)
No.	Structure	RXFP1 antag	D2 ag	D1 potentiator	D2 PAM	TRHR PAM	D2 antagonist	D1 agonist	TRHR agonist	D1 antagonist
41	O=C(c1ccc(Cl)c(S(=O)(=O)N2CCCCCC2)c1)N1CCN(CCO)CC1	0	x	-2	x	0	x	-3	0.0	x
42	CCOC(=O)c1c(-c2ccc(OC)cc2)csc1NC(=O)COc1ccc2c(C)cc(=O)oc2c1	-6	0.8	-5	-9	0	-9	2	1.0	-2
43	CCOc1ccc(NC(=S)N(CCc2c(C)[nH]c3ccccc23)Cc2ccco2)cc1	x	0.4	-6	-2	-8	-3	-3	0.3	-6
44	O=c1[nH]c(Cc2ccccn2)nc2scc(-c3ccccc3Cl)c12	-3	0.4	0	-5	0	14	3	0.3	2
45	c1ccc2c(Nc3ccc4c(c3)OCCO4)c3c(nc2c1)CCCC3	u	-0.9	0	-14	2	9	1	-1.5	-4
46	Cc1cccc(Cc2c(C)nc3nc(SCc4cccc(F)c4)nn3c2C)c1	-16	1.1	-2	23	-2	x	18	2.5	-8
47	COc1ccc(OC)c(NC(=O)NNS(=O)(=O)c2ccc(C)cc2C)c1	-8	-0.7	-7	-2	3	-11	0	-0.3	-4
48	Cc1nn(CC(=O)NCc2cccc(F)c2)c(=O)c2cccn12	8	-0.1	-6	3	5	-7	0	0.3	-3
49	CCn1nc(C)c(NC(=O)c2cc(Br)ccc2Cl)c1C	-15	-0.2	0	-8	-6	10	2	0.0	-2
50	Cc1ccc2nc(NCCC(=O)O)nc(-c3ccccc3)c2c1	-13	4.4	-1	31*	5	-7	4	0.4	9

Compound activity (PubChem BioAssay)
